# M1 antagonist: antagonists of rat M1 muscarinic receptor | 3.4% of 64,000 active | CHO-M1 cells, Fluo-4 calcium, ACh EC80 antagonist mode; stronger effect = lower value | B-score at 10 µM;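 active = calcium fluorescence response, raw or row-and-column corrected B-score, differing from the plate sample mean either way at a set confidence level, mostly lower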
# Jurkat viability: cytotoxicity toward Jurkat T cells, primary screen, cytotoxicity control, cell-based, Jurkat E6.1, 60K MLSMR library; Jurkat E6.1 viability, ATP luminescence, 48 h; inhibition, % at 4 µM; 1.2% of 56,000 active; AID 463, 2006;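 active = inhibition above the mean inhibition of all tested compounds plus 3 SD, cut at about 28% in these data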
# 5-HT1A blocker: human 5-HT1a receptor antagonists, primary screen, cell-based, CHO, Ga15 NFAT-bla reporter. 5-hydroxytryptamine receptor 1A (Homo sapiens), P08908. CHO 5-HT1a Ga15 NFAT-bla reporter, antagonist mode. inhibition, % at 10 µM. 0.68% of 62,000 active. AID 612, 2007;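 active = inhibition above the mean of all tested compounds plus 3 SD, cut at about 43% in these data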;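 note: receptor stimulated by 5-CT agonist at 100 nM near EC80; beta-lactamase reporter measured by ratiometric fluorescence of a cleavable substrate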
# HTR1A agonist: human 5-HT1a receptor agonists, primary screen, cell-based, CHO, Ga15 NFAT-bla reporter. CHO 5-HT1a Ga15 NFAT-bla reporter, FRET ratio; 0% basal, 100% maximal reference agonist. 0.56% of 65,000 active. activation, % at 10 µM. AID 567, 2006;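 active = activation above the screen-wide mean activation plus 3 SD, cut at about 19% in these data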;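 note: 0% = DMSO wells and 100% = 5-CT at EC100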
# S1P1 ag-PAM: S1P1 agonists and agonism potentiators, primary screen, cell-based, primary and confirmation screens, CRE-bla reporter; S1P1 CRE-bla cells, forskolin, beta-lactamase FRET, potentiator mode; S1P1 agonist co-added at EC20, 2 nM; 100% = saturating reference agonist, 0% = basal; activation, % at 9.5 µM; 0.57% of 56,000 active; AID 449, 2006;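 active = activation above a cutoff set at the mean activation of all tested compounds plus 3 SD, cut at about 54% in these data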;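 note: forskolin at 4 µM as EC80 and the EC20 agonist is SEW2871; 100% = SEW2871 at its EC100 plus forskolin at EC80; some compounds past the cut are filed as inactive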
# M1 ag: M1 muscarinic receptor agonists, primary screen, CHO-M1 cells, Fluo-4 calcium, agonist mode; Muscarinic acetylcholine receptor M1; Fluo-4 calcium fluorescence; stronger effect = higher value; B-score at 10 µM; 3% of 64,000 active; AID 626, 2007;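 active = fluorescence rise, raw or as B-score row- and column-corrected plate score, outside the 99.7% band of its plate's samples, either direction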
# HTR1E agonist: 5-HT1E receptor agonists, primary screen, cell-based, HTS; 0.69% of 65,000 active; activation, % at 6 µM; 5-hydroxytryptamine receptor 1E (Homo sapiens), P28566; CHO 5-HT1E Ga15 NFAT-bla reporter, FRET; 0% DMSO wells, 100% control agonist wells;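 active = activation above a set limit, the screen-wide mean activation plus 3 SD, cut at about 8.5% in these data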;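 note: 100% = positive control agonist at 1 µM giving full maximal response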
# Target sequence (P28566 whole entry, looked up): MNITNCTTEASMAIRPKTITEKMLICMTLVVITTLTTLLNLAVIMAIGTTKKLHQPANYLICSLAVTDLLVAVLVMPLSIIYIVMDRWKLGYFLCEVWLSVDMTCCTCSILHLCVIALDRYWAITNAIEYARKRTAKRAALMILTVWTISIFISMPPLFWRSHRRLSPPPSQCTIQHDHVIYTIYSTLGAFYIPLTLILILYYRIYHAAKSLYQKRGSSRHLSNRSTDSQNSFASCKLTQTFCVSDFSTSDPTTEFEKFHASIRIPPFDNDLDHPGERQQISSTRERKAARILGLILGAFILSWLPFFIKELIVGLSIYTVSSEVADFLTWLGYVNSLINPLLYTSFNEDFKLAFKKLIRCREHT
# S1P3 agonist: human S1P3 receptor agonists, primary screen, cell-based, primary and confirmation, NFAT-BLA reporter | Sphingosine 1-phosphate receptor 3 (Homo sapiens), Q99500 | S1P3 NFAT-BLA reporter cells, agonism, FRET ratio; relative to 1 µM S1P, basal subtracted | activation, % at 4.5 µM | 0.1% of 60,000 active;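 active = activation above the screen-wide mean plus 3 SD, cut at about 4.5% in these data, passing the limit was not always enough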; note: some compounds called inactive have numbers as strong as hits
# Target sequence (Q99500 whole entry, looked up): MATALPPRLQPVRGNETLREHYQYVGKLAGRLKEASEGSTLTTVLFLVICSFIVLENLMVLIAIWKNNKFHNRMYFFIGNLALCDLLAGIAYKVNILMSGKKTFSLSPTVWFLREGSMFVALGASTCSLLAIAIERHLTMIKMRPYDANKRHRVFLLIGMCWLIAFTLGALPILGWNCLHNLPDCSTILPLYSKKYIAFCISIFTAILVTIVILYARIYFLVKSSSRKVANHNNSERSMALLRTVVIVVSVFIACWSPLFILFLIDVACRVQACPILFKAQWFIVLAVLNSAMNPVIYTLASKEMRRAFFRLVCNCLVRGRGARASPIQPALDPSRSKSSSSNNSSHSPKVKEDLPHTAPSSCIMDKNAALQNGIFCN
#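 Material: Human S1P3 NFAT-BLA reporter CHO cells | Incubation: Overnight plating, 4 h compound 37 °C, 2 h substrate RT | Signal: FRET β-lactamase substrate fluorescence, excitation 405 nm, 460/535 nm emission ratio, background-subtracted | Compound: 4.5 µM final, single dose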
# HTR1E antagonist: 5-HT1E receptor antagonists, primary screen, cell-based, HTS; inhibition, % at 6 µM; CHO 5-HT1E Ga15 NFAT-bla reporter, FRET, antagonist; 5-hydroxytryptamine receptor 1E (Homo sapiens), P28566; 0.99% of 65,000 active;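 active = inhibition above a set limit, the mean inhibition across every tested compound plus 3 SD, cut at about 29% in these data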;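 note: signal is the 460 over 535 nm emission ratio of beta-lactamase substrate; 0% = agonist plus DMSO wells and 100% = wells without agonist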
# The depositor's hits bear a star; / = not tested or not shown.
SMILES,M1 antagonist,Jurkat viability,5-HT1A blocker,HTR1A agonist,S1P1 ag-PAM,M1 ag,HTR1E agonist,S1P3 agonist,HTR1E antagonist
CSc1nnc2c3c4c(sc3c(=O)n(-c3ccccc3)n12)CC(C)(C)OC4,0.049,-1,-17,2.1,-20,0.83,0.9,0.1,-1
COC(=O)C1=C(C)NC(C)=C(C(=O)OC)C1c1ccc(NC(C)=O)cc1,1.2,-9,2,-2.2,/,0.1,1.1,0.3,-16
CN(C)c1cccc(C(=O)NC2CCCCCC2)c1,0.42,-2,14,-1.1,/,1.1,-0.1,-0.6,9
CCOc1ncccc1C(=O)OCc1nnc(-c2ccccc2)o1,1.4,-2,-13,0.1,-20,-0.19,-0.1,1.9,24
CCCCn1c(SCC(=O)NCc2ccco2)nnc1-c1ccco1,-1.8,2,15,-0.6,15,1.3,-0.6,-1.2,-5
COc1ccc(S(=O)(=O)N2CCCC2C(=O)Nc2ccc(C(C)=O)cc2)cc1 (configuration not stated),1.2,-3,-6,-1.6,-14,-0.37,-1.1,0.8,0
Cc1ccccc1NC(=O)NCCc1nc2ccccc2[nH]1,0.19,/,/,-4.2,-17,-0.29,0.2,-2.6,-7
Cc1csc2ncc(C(=O)Nc3cccc(C(F)(F)F)c3)c(=O)n12,-0.0054,0,0,-1.8,-3,0.15,0.3,-0.1,5
CCOC(=O)CN1CC23C=CC(O2)C(C(=O)Nc2ccc(F)cc2)C3C1=O (configuration not stated),0.0028,-2,-5,-1.9,-4,-0.023,-0.2,0.1,3
CCc1ccccc1N(CC(=O)OC)S(C)(=O)=O,-0.16,11,-1,-3.5,/,0.89,-1.1,-0.8,4
CC(C)CCNC(=O)C1CCN(c2nc3ccccc3o2)CC1,-0.0015,15,4,-2.0,10,-0.81,-0.4,-0.5,14
Cc1ccc(-c2nnn(CC(=O)NC3CC4CCC3C4)n2)cc1 (configuration not stated),-0.18,4,-5,-1.8,8,0.75,0.1,-0.8,5
O=C(C1COc2ccccc2O1)N1CCc2ccccc21 (configuration not stated),0.85,1,0,-4.0,-26,0.88,0.2,0.0,-18
CC(C)C1N(S(=O)(=O)c2ccccc2)CCN1S(=O)(=O)c1ccccc1,0.64,6,20,0.0,1,0.027,-1.8,0.2,4
O=C(OCC(=O)c1ccccc1Br)c1ccccn1,0.81,-11,14,-2.2,-4,-0.19,0.0,0.2,4
Cc1cccc2cc(CN(Cc3ccc(F)cc3)C(=O)N(C)C)c3nnnn3c12,-2.1,/,6,1.9,/,6.2*,-0.9,/,2
Cc1oc(-c2ccc3c(c2)OCCO3)cc1C(=O)O,0.23,14,-10,-1.5,26,-1.5,-0.8,-0.5,7
CCN(C(=O)CSc1nnc(Cn2nnc3ccccc32)o1)c1nc(-c2ccccc2)cs1,-0.92,/,-8,1.5,/,-0.083,-0.2,/,-1
COc1ccc(/C(O)=C2/C(=O)C(=O)N(CCN3CCOCC3)C2c2ccccn2)cc1 (configuration not stated),0.053,/,/,0.8,8,-0.055,2.8,1.1,-16
CC(C)(CC(=O)N1CCN(c2ccc(Cl)cc2)CC1)CC1=NS(=O)(=O)c2ccccc2N1,-3.2*,16,-4,1.8,63*,11*,1.4,-0.6,4

# Part of the list above in order of length of the SMILES, smallest number first.
SMILES,M1 antagonist,Jurkat viability,5-HT1A blocker,HTR1A agonist,S1P1 ag-PAM,M1 ag,HTR1E agonist,S1P3 agonist,HTR1E antagonist
Cc1oc(-c2ccc3c(c2)OCCO3)cc1C(=O)O,0.23,14,-10,-1.5,26,-1.5,-0.8,-0.5,7
Cc1ccccc1NC(=O)NCCc1nc2ccccc2[nH]1,0.19,/,/,-4.2,-17,-0.29,0.2,-2.6,-7
CC(C)(CC(=O)N1CCN(c2ccc(Cl)cc2)CC1)CC1=NS(=O)(=O)c2ccccc2N1,-3.2*,16,-4,1.8,63*,11*,1.4,-0.6,4

# Continuation.
SMILES,M1 antagonist,Jurkat viability,5-HT1A blocker,HTR1A agonist,S1P1 ag-PAM,M1 ag,HTR1E agonist,S1P3 agonist,HTR1E antagonist
COc1ccc(Cl)cc1NC(=O)CC(C)=O,1.3,0,-20,-2.1,-26,-0.55,-0.1,-0.6,-7
Fc1ccccc1OCCCCn1cncn1,0.23,2,4,0.8,-14,0.39,1.6,0.1,-4
CSc1nnnn1-c1ccc(C(=O)OCC(=O)N2CCOCC2)cc1,0.99,10,2,0.3,-2,-0.00058,-0.5,-1.0,2
Cc1cccc(NC(=O)CN(C)S(=O)(=O)c2ccccc2)n1,-0.25,3,-2,-2.6,12,0.13,-0.5,-0.7,-2
CCOc1ccc(-n2ccnc2SCC(=O)Nc2nnc(CC)s2)cc1,0.034,4,-4,0.1,-7,-0.87,-0.1,-0.4,3
O=C(Nc1ccc(Cl)cc1C(=O)N1CCOCC1)c1ccco1,0.013,4,-6,-2.4,-4,-1.2,-0.2,0.4,-3
COc1ccccc1-c1nnc(SCC(=O)Nc2nc(-c3ccccc3)cs2)n1C,0.098,25,1,0.2,30,1.2,-0.7,-0.2,6
COc1ccc(NC(=O)NC(C)c2ccncc2)cc1OC (configuration not stated),0.21,-8,-4,-4.7,-13,-0.46,-0.2,-0.4,-2
O=C(Nc1ccc(S(=O)(=O)N2CCOCC2)cc1)C1COc2ccccc2O1 (configuration not stated),-0.85,/,-13,2.0,/,8.7*,0.0,/,-10
CN1CC(=O)N(CC(=O)NCc2ccc(F)cc2)c2ccccc2C1=O,0.41,-6,-6,1.1,-7,0.65,0.8,1.9,4
COc1cc(CNc2ccc3[nH]c(=O)[nH]c3c2)ccc1OCC(=O)NC(C)(C)C,1.5,-1,-6,-3.5,-1,0.56,0.0,-0.2,-5
CC1CCN(C(=O)CSc2nnc(-c3ccco3)o2)CC1,0.59,9,-6,1.8,-14,0.28,0.5,-0.7,6
CCN1CCCC1CNC(=O)Cn1cccc1C(=O)c1ccccc1C (configuration not stated),0.037,-1,10,-2.9,0,-0.22,-0.3,0.6,-8
Cc1onc(-c2ccccc2)c1C(=O)NCC1CCCO1 (configuration not stated),-0.047,2,-11,-1.5,/,-0.31,0.2,-0.4,-2
Cc1ccc2cc(CCNC(=O)c3ccc(Br)o3)c(=O)[nH]c2c1,-0.91,-8,-3,-1.9,-14,0.017,-0.2,-0.4,-12
Cn1c(SCc2nc3ccccc3[nH]2)nnc1-c1cccs1,-0.079,-2,18,-1.5,-5,0.11,0.0,-0.2,6
CCOC(=O)N1CCN(C(=O)COc2ccc(Br)cc2)CC1,-0.47,4,-5,3.3,-8,-0.33,-0.1,-0.3,6
N#CC1=C2C=CC=CN2CC1=O,-0.012,/,8,-1.8,/,-0.39,-1.1,/,10
COc1ccccc1C(=O)NCCn1ccc2ccccc21,0.027,-1,-7,-4.1,-25,-0.064,0.6,-0.2,-8
CC(=O)Nc1cccc(NC(=O)CSc2nnc(Cc3cccn3C)n2-c2ccc(C)cc2)c1,1.3,8,-6,-1.6,-38,-0.4,1.2,0.1,-11
CCN1CCN(C(=O)C2=C(C(=O)O)CCCC2)CC1,0.28,-6,2,-3.0,-1,-0.24,-0.1,-1.4,-11
CCN(CC)S(=O)(=O)c1cccc(-c2nnc(SCCOc3ccccc3)o2)c1,-0.45,14,36,1.9,6,-0.47,0.3,0.4,9
COc1cc(NC(=O)c2ccco2)c(OC)cc1NC(=O)CCC(=O)Nc1cc(C)ccc1C,0.22,7,3,1.6,3,1.8,-0.5,-0.5,-2
COc1ccc(N2CCN(CCCNC(=O)CCCn3c(=O)[nH]c4ccsc4c3=O)CC2)cc1,-0.044,/,2,-2.1,/,-1.1,-0.1,/,-4
c1ccc2c(c1)nc(N1CCOCC1)c1c3ccccc3[nH]c21,0.068,2,0,1.5,-13,0.89,-1.1,-0.7,2
O=C(c1ccccc1)N1CCN(Cc2c[nH]c3ccccc23)CC1,-1.3,-2,2,-3.2,-13,-0.36,-0.4,-0.9,-2
O=C(CCC(=O)NC1CCN(Cc2ccccc2)CC1)NCc1ccco1,-0.27,2,0,-5.5,-5,0.31,-0.9,-0.9,-1
Cc1nnc(SCc2cccc(Oc3ccccc3)c2)n1N,-0.36,-1,-5,-2.3,17,-0.029,0.0,-1.2,1
COc1ccccc1Nc1ncnc2c1oc1ccccc12,-0.49,5,20,-2.4,0,0.087,0.5,-1.0,0
O=C(c1ccco1)N1CCN(c2ncnc3c2oc2ccccc23)CC1,-1.3,-3,3,0.1,14,14*,0.6,0.0,0
O=C(CN1CCOCC1)Nc1cccc(Cl)c1Cl,-0.47,-7,-9,-2.0,-25,0.4,-0.7,0.3,-5
CCOC(=O)Cc1csc(NC(=O)c2csc3c2CCCC3)n1,0.0034,-4,2,1.2,0,1.2,0.5,-0.7,-2
Cc1ccnc2nc(C(=O)OCCOc3cccc(Br)c3)nn12,0.015,-5,-20,-1.2,1,-0.37,-0.4,-0.3,0
Cc1ccc(CNC(=O)CSc2n[nH]c(N)n2)cc1,0.025,-8,2,-1.7,-2,-0.24,-1.6,-1.1,18
O=C(COc1ccc(S(=O)(=O)NC2CCCCC2)cc1)NCc1ccccn1,0.36,-6,-1,0.2,-9,0.49,-0.3,-0.9,-1
CCOC(=O)CSc1nc(N)c(C#N)c(-c2ccc(OCC)cc2)c1C#N,0.032,0,-17,-1.3,-7,-0.29,0.4,-1.2,8
COC(=O)c1c(NC(=O)CSc2nnc(-c3cccnc3)n2Cc2ccco2)sc(C)c1C,-0.27,-2,-9,0.9,-56,0.45,1.3,1.2,17
COc1nc2c(C)cccc2cc1-c1noc(-c2ccncc2)n1,0.11,4,11,-2.3,13,1.2,-1.0,-0.5,10
NC(=O)c1sc2nccc(Nc3ccccc3)c2c1N,-0.87,8,4,0.0,/,2,0.2,-0.6,9
O=C(Nc1ccc2c(c1)OCO2)c1ccc(COc2ccc3c(c2)CCC3)o1,-1.9*,-2,-2,-0.9,16,-0.66,-2.6,-0.2,13
O=C1c2ccccc2NC(c2ccc(F)cc2)N1Cc1ccco1 (configuration not stated),-0.11,8,6,-1.0,10,-0.033,0.1,-1.4,3
O=C(NCc1cccs1)c1ccc2c(c1)ncn2C1CCCC1,0.54,-6,2,-2.8,8,-0.038,-1.2,-0.4,4
Cc1nc2scc(-c3cccs3)c2c(=O)o1,-0.26,-5,-1,1.8,/,0.67,-0.2,0.3,-6
Cc1cc(SCNC(=O)c2ccccc2)ncn1,0.92,6,16,-1.2,-25,-0.0056,1.4,-1.6,6
CC1CN(C(=O)c2ccccc2)OC(c2ccc3c(c2)OCO3)O1 (configuration not stated),0.86,3,-4,-4.0,-21,0.44,-0.1,0.6,-2
c1ccc2nc3[nH]cnc3nc2c1,-1,/,6,-3.5,/,0.96,0.2,/,-2
COc1ccc(CCNC(=O)C2(C)CCC(=O)N2Cc2ccc3c(c2)OCO3)cc1OC (configuration not stated),0.52,-1,-4,-1.2,-21,0.62,0.1,-0.5,-3

# Source: PubChem (several laboratories)
